Compound activity from PubChem.
FID counter – compounds displacing fluorescent DNA intercalator, primary screen, artefact control for HCV NS3 helicase inhibitor project, biochemical, FID fluorescence; DNA fluorescent intercalator displacement; inhibition, % at 7.9 µM; 0.17% of 290,000 active; in the data active means inhibition above about 37%;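 further: 0% = vehicle and 100% = reference compound; higher means more ethidium bromide displaced from hairpin DNA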
CRFBP-R2 agonist – agonists of CRF-BP/CRF-R2 complex, primary screen, cell-based, HEK293, calcium dye fluorescence, uHTS | activation, % at 13.2 µM | AID 588473, 2011 | 0.46% of 350,000 active | calcium dye fluorescence (FLIPR); percent of saturating CRF peptide response;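 active means activation of at least 50%, plus an integration ratio under a set limit after plate pattern correction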;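 further: plate controls were neutral control wells without compound for no effect and CRF at EC100 for full effect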
GalR3 antagonist – GalR3 antagonists in HEK293 cells, primary screen, cell-based, fluorescence readout; Galanin receptor type 3 (Homo sapiens), O60755; HEK293 GalR3-CNG cAMP membrane potential fluorescence; galR3 body fused to GalR1 C-terminus; inhibition, % at 3 µM; 0.44% of 360,000 active; AID 651719, 2012;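 active means inhibition above the screen-wide average plus 3 SD, cut at about 13% in these data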;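 further: forskolin and galanin both at EC90 stimulate the cells; cAMP rise reported by CNG channel membrane potential dye signal; 0% = forskolin plus galanin with DMSO and 100% = forskolin alone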
Target sequence (O60755 1-299 limits assumed): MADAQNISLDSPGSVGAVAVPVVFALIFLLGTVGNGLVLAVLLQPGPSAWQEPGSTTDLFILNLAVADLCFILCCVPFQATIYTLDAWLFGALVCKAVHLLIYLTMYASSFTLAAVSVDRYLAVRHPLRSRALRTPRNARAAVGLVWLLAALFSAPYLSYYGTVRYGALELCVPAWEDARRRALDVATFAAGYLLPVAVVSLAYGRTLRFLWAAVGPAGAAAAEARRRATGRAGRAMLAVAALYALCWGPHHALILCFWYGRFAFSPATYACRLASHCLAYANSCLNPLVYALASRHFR
UBC9 SUMO inh – inhibitors of in vitro SUMOylation cascade, primary screen, biochemical, HTRF, uHTS; HTRF SUMOylation assay, SAE1/SAE2 + UBC9; SUMO-conjugating enzyme UBC9 (Homo sapiens), P63279; inhibition, % at 35 µM; 0.36% of 290,000 active; in the data active means inhibition above about 50%, passing the limit was not always enough; further: strong numbers were not always called active
Target sequence (P63279 whole entry, looked up): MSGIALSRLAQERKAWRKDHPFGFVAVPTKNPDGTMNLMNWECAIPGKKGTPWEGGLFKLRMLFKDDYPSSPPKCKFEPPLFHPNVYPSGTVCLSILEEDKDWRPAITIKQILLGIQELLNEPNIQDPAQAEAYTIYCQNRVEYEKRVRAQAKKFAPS
MEKK2 mut-MEK5 – MEK5 binding signal on mutant MEKK2 PB1, primary screen, biochemical, multiplex bead flow cytometry, Alexa488-MEK5 | Alexa488-MEK5 binding to MEKK2 mutant | percent response, % at 10 µM | 0.35% of 290,000 active; in the data active means percent response above about 24%, passing the limit was not always enough; further: inactives centre near 1; some results filed as inactive read as strong as hits; reference of the scale not given here
CRFBP-R2 block – antagonists of CRF-BP/CRF-R2 complex, primary screen, cell-based, HEK293, calcium dye fluorescence, uHTS. CRF-induced calcium fluorescence. inhibition, % at 11.8 µM. 0.59% of 350,000 active. AID 588475, 2011;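 active means inhibition of the ligand-induced calcium signal above about 50% at the single tested concentration, limit read from the data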
NS3 helicase inh – inhibitors of HCV NS3 helicase, primary screen, biochemical, Cy5 molecular beacon fluorescence; Hepatitis C virus NS3 helicase; NS3 helicase DNA unwinding; inhibition, % at 10.9 µM; 0.56% of 290,000 active; AID 1800, 2009;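 active means inhibition above the mean of all tested compounds plus 3 SD, set per campaign, cut at about 35% in these data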;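 further: 0% = DMSO wells and 100% = thioflavine S control wells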
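Test system: hepatitis C virus NS3 helicase domain fragment enzyme. Also added: annealed dual-labelled DNA beacon duplex, ATP-started. Timing: 60 min unwinding reaction at 25 °C after ATP addition. Technique: Cy5 fluorescence. Measure: % inhibition of unwinding.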
MEKK2 WT-MEK5 – modulators of MEK5 binding to wildtype MEKK2, primary screen, biochemical, multiplex bead flow cytometry, Alexa488-MEK5 | binding response (% of control), % at 10 µM | Alexa488-MEK5 binding to MEKK2 WT; actives lie on both sides | 1.1% of 290,000 active | Mitogen-activated protein kinase kinase kinase 2 (Homo sapiens), Q9Y2U5; in the data active means binding response below about 67% or above about 130%
MEKK3 PB1 HTS – modulators of MEKK3-MEK5 PB1 binding, primary screen, biochemical, wildtype MEKK3, multiplex bead flow cytometry, Alexa488-MEK5 | Mitogen-activated protein kinase kinase kinase 3 (Homo sapiens), Q99759 | bead-based flow cytometry, Alexa488-MEK5 binding to MEKK3; actives lie on both sides; 0 = blocked by unlabeled MEK5, 100 = vehicle | binding response (% of control), % at 10 µM | 1.4% of 290,000 active;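 active means binding response more than 3 SD above or below the average of its plate-row segment, actives on both sides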;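 further: Alexa488 bead fluorescence after subtracting the streptavidin-only scavenger bead signal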
Target sequence (Q99759 whole entry, looked up): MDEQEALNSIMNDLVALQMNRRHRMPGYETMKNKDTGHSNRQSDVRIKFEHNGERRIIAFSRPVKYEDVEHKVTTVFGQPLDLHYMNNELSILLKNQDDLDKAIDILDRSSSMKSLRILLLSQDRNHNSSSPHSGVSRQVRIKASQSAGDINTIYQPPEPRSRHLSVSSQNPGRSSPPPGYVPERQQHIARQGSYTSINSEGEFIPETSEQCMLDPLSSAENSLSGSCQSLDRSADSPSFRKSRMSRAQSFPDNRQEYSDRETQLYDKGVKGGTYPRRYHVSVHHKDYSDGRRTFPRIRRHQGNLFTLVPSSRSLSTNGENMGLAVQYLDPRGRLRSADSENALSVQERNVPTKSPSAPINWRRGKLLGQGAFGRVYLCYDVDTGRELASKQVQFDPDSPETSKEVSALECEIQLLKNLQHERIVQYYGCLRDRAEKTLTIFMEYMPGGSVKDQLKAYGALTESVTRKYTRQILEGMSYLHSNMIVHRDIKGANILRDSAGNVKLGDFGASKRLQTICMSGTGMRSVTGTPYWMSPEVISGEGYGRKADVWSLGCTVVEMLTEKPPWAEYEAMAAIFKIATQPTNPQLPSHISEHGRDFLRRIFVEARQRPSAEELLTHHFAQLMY
Starred values were filed as active, the others as inactive; nt = no result given. A portion of the library. The share of hits here may be higher or lower than overall.

Start of the listing, in advance, two compounds:
SMILES	FID counter	CRFBP-R2 agonist	GalR3 antagonist	UBC9 SUMO inh	MEKK2 mut-MEK5	CRFBP-R2 block	NS3 helicase inh	MEKK2 WT-MEK5	MEKK3 PB1 HTS
Cn1cc(S(=O)(=O)CC(=O)N2CCCc3ccccc32)c2ccccc21	-20	12	nt	11	1	-2	-6	104	103
CCCCN(CC)CCNC(=O)c1ccc2c(Cl)c3c(nc2c1)CCC3	10	4.2	-9	-7	16	-24	4	132	111

Main list, from the start:
SMILES	FID counter	CRFBP-R2 agonist	GalR3 antagonist	UBC9 SUMO inh	MEKK2 mut-MEK5	CRFBP-R2 block	NS3 helicase inh	MEKK2 WT-MEK5	MEKK3 PB1 HTS
Cn1cc(S(=O)(=O)CC(=O)N2CCCc3ccccc32)c2ccccc21	-20	12	nt	11	1	-2	-6	104	103
CCCCN(CC)CCNC(=O)c1ccc2c(Cl)c3c(nc2c1)CCC3	10	4.2	-9	-7	16	-24	4	132	111
Cc1c(Cl)cccc1N1C(=O)CC(N(O)c2ccccc2)C1=O (stereo unspecified)	-7	0.5	-4	20	0	-29	32	103	100
CCOC(=O)C1C(=O)C=C(C)C(C(=O)OCC)C1c1cccc([N+](=O)[O-])c1 (stereo unspecified)	-12	-2.7	-3	-7	4	33	-9	106	107
O=c1cc(CO)[nH]cc1OCc1ccccc1	-1	2.7	-4	14	-1	21	-12	102	94
O=C(Nc1ccc(Cl)cc1)Nc1ccccn1	-8	1.3	-4	16	11	-16	-2	109	101
CCN(CCCNC(=O)C1CCN(S(=O)(=O)c2cccc3nonc23)CC1)Cc1ccccc1	17	0.5	1	12	-5	29	-8	94	83
CCC1CCC(C(=O)NNC(=O)OC)CC1 (stereo unspecified)	5	-1.0	-10	-11	-2	16	8	98	97
O=C(Cc1ccsc1)N1CCc2c([nH]c3ccccc23)C1c1ccccn1 (stereo unspecified)	-18	-4.8	16*	-7	8	-52	9	99	99
CCOCCOCCC(C(=O)OCC)P(=O)(c1ccccc1)c1ccccc1 (stereo unspecified)	-32	0.7	-1	11	4	-17	-2	106	103
CCOCC(=O)Nc1nc(C)cc(C)n1	2	-0.6	-2	69*	-1	-6	-8	101	98
CCc1ccc(N(CC(=O)NC(C)(C)C)C(=O)CNC(=O)c2cccs2)cc1	-33	0.1	-5	15	1	-6	-8	100	102
O=C(O)c1ccc(N2C(=O)c3cccc4c(C(=O)O)ccc(c34)C2=O)cc1	-1	-2.9	-1	24	0	-19	10	107	117
Cc1ccc(/C=C2/Sc3ccccc3N(CC(=O)NCCCOC(C)C)C2=O)cc1	-25	0.4	-10	-13	-2	24	-4	92	98
CCCCn1nnc(NC(=O)c2sc3cc(Cl)ccc3c2Cl)n1	-12	0.4	-4	-8	4	-60	-5	103	106
O=C(COc1ncnc2cc([N+](=O)[O-])ccc12)NC(=O)NC1CCCCC1	4	-2.1	-6	-7	-2	-10	-12	101	105
Cc1ccc(-c2c(C(=O)Nc3ccccc3C)c(C)[nH]c(=S)c2C#N)o1	-22	16	-2	13	6	-7	39*	104	106
COc1ccc2c(-c3ccccc3)cc(SCC(=O)N(C)C3CCS(=O)(=O)C3)nc2c1 (stereo unspecified)	-21	-1.0	-4	12	1	-1	-6	95	100
Cc1cc(C)n2c(SCC(=O)Nc3ccc(Cl)cn3)nnc2n1	-3	nt	nt	8	-8	nt	0	92	88
COc1ccc(NC2=NC3(CCCCC3)N=C(N)N2)cc1	-1	1.4	-1	6	-11	43	8	98	86
Cc1nn(CCCC(=O)O)c(C)c1[N+](=O)[O-]	3	-1.1	-1	12	1	-1	2	101	101
CCN(CC)S(=O)(=O)c1cc([N+](=O)[O-])ccc1NNC(=O)Nc1ccc(Cl)c(Cl)c1	5	-0.1	-8	-11	12	-2	-2	125	109
CCN(CC)S(=O)(=O)c1ccc(N=NC2=C(O)CCCC2=O)cc1	-9	-0.7	-1	-5	4	3	-2	110	101
COc1cccc(NC(=O)[C@@H](NC(=O)N2CCn3c2nc2ccccc23)C(C)C)c1	-33	4.1	-6	-13	3	-11	-19	101	102
COc1ccc(S(=O)(=O)N2CCN(c3ccccc3OC)CC2)cc1OC	-24	-1.0	-5	20	2	3	-6	104	104
Fc1ccc(-c2[nH]ncc2CN(CC2CCC2)CC2CCCO2)c(F)c1 (stereo unspecified)	7	2.3	-7	8	-9	-6	-7	86	94
COc1ccc(Cn2ccnc2CO)cc1[N+](=O)[O-]	2	-0.7	2	0	6	8	-2	108	102
CCCN(Cc1cc2cccc(C)c2[nH]c1=O)C(=O)c1cccc(OC)c1	-31	-0.9	-5	nt	11	7	0	102	102
O=C(O)CCCC(=O)N1CCC(C(O)(c2ccccc2)c2ccccc2)CC1	-26	-2.7	-1	-8	-1	-11	2	101	97
O=C(CN1CCN(c2ccccn2)CC1)NC1CCCC1	-4	9.9	-2	16	0	-27	3	100	98

3 compounds out of the list above, ordered by the value under MEKK3 PB1 HTS, highest first.
compound	MEKK3 PB1 HTS
Cc1nn(CCCC(=O)O)c(C)c1[N+](=O)[O-]	101
O=C(CN1CCN(c2ccccn2)CC1)NC1CCCC1	98
Fc1ccc(-c2[nH]ncc2CN(CC2CCC2)CC2CCCO2)c(F)c1 (stereo unspecified)	94

Next section.
SMILES	FID counter	CRFBP-R2 agonist	GalR3 antagonist	UBC9 SUMO inh	MEKK2 mut-MEK5	CRFBP-R2 block	NS3 helicase inh	MEKK2 WT-MEK5	MEKK3 PB1 HTS
Cn1nnc(-c2ccc(OCc3ccccc3F)cc2)n1	-7	-0.2	-7	-19	1	20	-5	98	102
CCOC(=O)C1(CC2CCCCO2)CCN(S(=O)(=O)c2ccccc2)CC1 (stereo unspecified)	-27	0.8	-7	6	-7	20	-6	93	89
COc1ccc(Cl)cc1Nc1nc(-c2sc(NC(=O)CC(C)C)nc2C)cs1	-1	0.9	-1	10	3	-22	1	110	103
CC(=O)c1ccc(S(=O)(=O)NC2CC2)cc1	2	-1.7	3	12	-1	1	7	96	101
O=C(N/N=C/c1sc(N2CCOCC2)nc1-c1ccccc1)c1cccc(S(=O)(=O)N2CCCC2)c1	-14	19	-4	23	-5	-1	1	91	100
O=C(c1cc2cc(Br)cc(Br)c2oc1=O)N1CCCc2ccccc21	2	nt	nt	11	-1	nt	-9	93	95
COc1cc(N=c2ssnc2Cl)cc(OC)c1	3	4.1	-1	17	1	-19	1	106	103
Cc1ccc(-c2nnc(CSc3nnc(COc4ccccc4)n3-c3ccccc3)o2)cc1	-28	-1.0	-10	-6	-1	-9	1	93	96
CC(C)(C)c1ccc(NC(=O)c2ccc(=O)[nH]n2)cc1	-12	1.6	-9	2	10	5	0	107	103
Cc1ccc2[nH]c3c(c2c1)CN(C(=O)CN1CCCc2ccccc21)CC3	1	25	-3	nt	-3	-2	-9	88	71
O=C(Oc1ccccc1)c1ccc2nccnc2c1	-5	-0.3	-5	2	-1	-2	2	98	100
CN(c1ccccc1)S(=O)(=O)c1cccc(NC(=O)CSc2nnc(N)s2)c1	-16	1.3	-3	-18	-2	-8	7	102	106
COC(=O)[C@H](CC(C)C)NC(=O)c1cc2c(cn1)[nH]c1ccccc12	-21	2.4	-9	-12	1	17	6	103	103
C=CCOc1ccc(C2/C(=C(/O)c3ccc(OC)cc3)C(=O)C(=O)N2CCN2CCNCC2)cc1 (stereo unspecified)	-22	1.8	-8	-8	6	11	9	102	105
O=C(O)CCn1nnc2ccccc21	3	-0.6	2	12	-5	-10	-5	95	92
CSc1sc(C(=O)NN)c2c1C1(CCC2)SCCS1	-3	0.1	0	6	-10	-7	-5	91	98
Cc1ccc(C)c(C(=O)OCC(=O)Nc2cccc(S(=O)(=O)NC3=NCCCCC3)c2)c1	-26	-0.8	-6	-7	-2	10	-10	99	105
O=C(Nc1ccncc1)c1cccs1	2	-0.9	-2	0	2	-2	3	111	107
COc1ccc(N2C(=O)CC(N3CCN(c4ccc(S(=O)(=O)N5CCCC5)cc4)CC3)C2=O)cc1 (stereo unspecified)	-10	7.2	5	12	1	2	-11	104	106
COc1ccc(C(=O)NC2CCN(C(=S)NCc3ccco3)CC2)cc1	-6	-1.6	-10	-13	1	5	6	96	96
O=C(Cc1ccc(Cl)cc1Cl)Nc1ccncc1Cl	-12	0.3	45*	8	2	-4	-2	103	100
COc1ccc(C)cc1S(=O)(=O)N1CCCCC1	-4	-2.2	10	7	-3	4	2	98	93
O=C(NNc1ccccc1Br)C(=O)n1ccc2ccccc21	0	-4.4	0	4	2	17	-9	99	104
CCN(CC)S(=O)(=O)c1ccc2c(c1)nc(SCC(=O)NC1CC1)n2-c1ccccc1OC	-39	0.8	-4	-10	5	-11	-9	100	103
C/C(=N\NC(=O)c1nn(C)cc1Br)c1cccc(NC(=O)C2CCCC2)c1	-2	-0.3	-5	-16	-1	26	14	100	104
COc1ccc(C=C(C#N)C#N)c(CSc2ccccn2)c1	-8	-2.2	-2	3	11	3	8	103	109
Cc1nc2ccccc2cc1C(=O)N/N=C/c1ccccc1[N+](=O)[O-]	-12	-0.3	-5	2	0	8	10	97	96
Cc1cc(N2CCN(C)CC2)n2cc(-c3ccc(F)cc3)nc2n1	-1	0.7	-4	10	5	12	-4	100	103
O=C(/C=C/c1ccc(Br)o1)NC(c1ccccc1)c1ccccc1	-12	2.5	-7	9	1	32	3	102	140*
O=C1/C(=C/c2ccncc2)CCc2ccccc21	-4	-4.0	-5	23	8	-7	-4	100	109
COc1ccccc1C/C(N)=N/OC(=O)c1ccc2c(c1)OCO2	-9	2.1	-3	21	-14	-11	0	87	94
Cc1ccc(N2/C(=N/c3nc(C)cc(C)n3)NC(=O)CC2C(=O)O)cc1 (stereo unspecified)	-14	-0.8	-1	9	4	2	14	104	105
O=C(O)Cc1sc(Nc2ccc(Cl)cc2)nc1-c1cccs1	7	13	-10	-3	7	-61	17	95	99
CCOCCCNC(=S)N1CCCN(c2nc3cc(C)cc(C)c3cc2C#N)CC1	-8	-0.7	-7	26	-7	17	-13	90	99
O=C(NCc1cccs1)C1CC(c2ccc(Cl)c(Cl)c2)=NO1 (stereo unspecified)	-6	-3.6	2	12	-13	-9	-19	93	95
Cn1nc(C(=O)N2CCN(c3ccc([N+](=O)[O-])cc3)CC2)c2c1-c1ccccc1S(=O)(=O)C2	-4	1.7	nt	0	2	32	11	95	98
CC(=O)OC(C(=O)NCCc1ccccc1)c1cccnc1 (stereo unspecified)	-2	1.0	1	-13	0	10	-3	101	95
Cc1cc(OCC(=O)NC2CCN(Cc3ccccc3)CC2)c2c(C)c(C)c(=O)oc2c1	2	-0.2	nt	18	6	-6	-1	112	103
Nc1nc(NCC2CCCO2)nc(Nc2cccc(F)c2)c1[N+](=O)[O-] (stereo unspecified)	0	-1.7	-1	3	-15	-27	11	93	91
CCN(C(=O)Nc1ccccc1)c1ccccc1	0	1.8	-4	-6	3	6	-2	103	104
